# High-throughput results (PubChem BioAssay)
# CYP2C9 inh: human CYP2C9 inhibition. P11712. inhibition, % at 5 µM. hit rate 20% among 96,000. CYP2C9 Supersomes, luciferin-H conversion, luminescence;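 active = blocking of liver enzyme CYP2C9 beyond about 50% at 5 µM, limit read from the data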; also: values of inactives mirror those of a sister screen read the other way
# LYP act: increases human PTPN22 phosphatase activity; recombinant LYP, DiFMUP fluorescence; 0 = plate median, 100 = signal doubled; activation, % at 2 µM; hit rate 0.11% among 96,000;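 active = activation at 2 µM above a set limit, the mean plus 5 SD, cut at about 37% in these data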
# Target sequence (Q9Y2R2 whole entry, looked up): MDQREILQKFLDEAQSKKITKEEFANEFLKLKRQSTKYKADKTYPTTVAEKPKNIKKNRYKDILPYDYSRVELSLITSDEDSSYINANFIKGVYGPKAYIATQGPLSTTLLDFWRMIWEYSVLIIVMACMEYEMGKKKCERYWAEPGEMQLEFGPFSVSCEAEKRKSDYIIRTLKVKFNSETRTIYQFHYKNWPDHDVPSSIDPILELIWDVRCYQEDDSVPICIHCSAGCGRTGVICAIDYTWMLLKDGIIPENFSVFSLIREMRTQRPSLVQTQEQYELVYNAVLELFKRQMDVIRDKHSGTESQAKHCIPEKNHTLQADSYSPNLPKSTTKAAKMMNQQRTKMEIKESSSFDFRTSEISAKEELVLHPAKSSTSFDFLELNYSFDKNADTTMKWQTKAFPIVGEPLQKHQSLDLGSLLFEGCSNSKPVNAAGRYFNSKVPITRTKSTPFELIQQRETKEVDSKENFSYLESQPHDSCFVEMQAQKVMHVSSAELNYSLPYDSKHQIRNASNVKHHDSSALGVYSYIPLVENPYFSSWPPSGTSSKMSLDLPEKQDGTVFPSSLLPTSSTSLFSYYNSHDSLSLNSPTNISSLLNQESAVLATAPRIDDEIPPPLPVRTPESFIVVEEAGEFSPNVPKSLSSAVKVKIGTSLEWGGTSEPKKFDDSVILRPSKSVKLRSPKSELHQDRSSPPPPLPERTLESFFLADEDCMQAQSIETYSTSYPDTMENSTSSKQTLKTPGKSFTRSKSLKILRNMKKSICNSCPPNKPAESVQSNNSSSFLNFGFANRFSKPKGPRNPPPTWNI
# PLK1 PBD inh: blocks phosphopeptide binding to human Plk1 polo box domain | P53350 | Plk1 PBD phosphopeptide binding, fluorescence polarization | inhibition, %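 (tested at about 20 µM)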 | hit rate 0.13% among 97,000 | AID 693; in the data active = inhibition above about 34%, passing the limit was not always enough
# CYP2C9 act: increases human cytochrome P450 2C9 activity. P11712. hit rate 1.4% among 96,000. AID 1024. recombinant CYP2C9, luciferin-H conversion, luminescence; active compounds read high; factor 1 = untreated enzyme, 0 = blocked. activation factor at 5 µM;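 active = activation factor of 2 or more for CYP2C9 at a 5 µM dose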;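 also: 0 = sulfaphenazole-blocked wells and 1 = vehicle-only wells; values of inactives mirror those of a sister screen read the other way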
# PLK1 kinase inh: PLK1 (human) kinase inhibition; P53350; recombinant PLK1 kinase, TR-FRET peptide phosphorylation; inhibition, % at 10 µM; hit rate 0.53% among 97,000;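 active = inhibition of 50% or more in the single-concentration screen; inactive = inhibition below 50%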;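 also: 0% = DMSO max control and 100% = H-89 dihydrochloride min control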
# HIV Rev-RRE inh: disrupts HIV-1 Rev binding to RRE RNA. P05866. AID 704. Rev peptide-RRE RNA binding, FRET. inhibition, % at 8 µM. hit rate 0.79% among 97,000;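 active = inhibition above the screen-wide mean plus 3 SD, cut at about 35% in these data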;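 also: 0% = median DMSO wells and 100% = median Neomycin B control wells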
# Target sequence (P05866 whole entry, looked up): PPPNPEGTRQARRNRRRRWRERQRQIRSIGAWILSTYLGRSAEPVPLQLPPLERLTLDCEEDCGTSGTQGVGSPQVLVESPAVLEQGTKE
#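 Assay system: Rev peptide and RRE RNA, both fluorescently labelled; times: 5 min preincubation and 15 min binding, 25 °C; detection: FRET, ex 480 nm, em 540 and 671 nm; read-out basis: % inhibition from 671/540 nm acceptor-to-donor ratio, scaled between controls; benchmarks: DMSO low control, neomycin B high control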
# PTPN22 inh 2: blocks human PTPN22 phosphatase activity. Q9Y2R2. recombinant LYP catalytic domain, DiFMUP fluorescence. inhibition, % at 2 µM. hit rate 0.21% among 96,000. AID 640;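 active = inhibition at 2 µM at or above a set limit, the screen mean plus 3 SD, cut at about 24% in these data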;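 also: 0% = DMSO with enzyme and 100% = enzyme fully blocked by orthovanadate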
# EphB4 antag: blocks human EphB4 binding to ephrin-B2 | P54760 | inhibition, % at 7 µM | AID 720 | hit rate 0.15% among 97,000 | EphB4 LBD / TNYL-RAW-Alexa532 peptide, fluorescence polarization;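 active = inhibition above the screen-wide mean inhibition plus 3 SD, cut at about 15% in these data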;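 also: 0% = DMSO wells and 100% = excess unlabeled TNYL-RAW peptide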
# Candida biofilm: kills Candida albicans biofilms | C. albicans biofilm + clotrimazole, Alamar Blue | inhibition, % at 6 µM | hit rate 0.14% among 85,000 | AID 834;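 active = inhibition above 20%; inactive = inhibition below 20%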;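 also: preformed 24 hr biofilms exposed to compound for 48 hr; 0% = biofilm without compound and 100% = blank killed by clotrimazole plus chlorhexidine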
# Active calls of the source: *; / = not tested or not shown. Compounds as they come; 20% or so of the library scored in one or more.
SMILES,CYP2C9 inh,LYP act,PLK1 PBD inh,CYP2C9 act,PLK1 kinase inh,HIV Rev-RRE inh,PTPN22 inh 2,EphB4 antag,Candida biofilm
COC(=O)c1ccc(CSc2nc3ccccc3c(=O)n2-c2ccc(OC)c(OC)c2)o1,96*,-15,-14,0,-3,-2,15,-8,4
CCOC(=O)CNc1ccc2c(c1)OCO2,4,7,10,1,2,5,-7,-3,8
CC(=O)C1=C(C)NC(C)=C(C(C)=O)C1c1cccs1,62*,9,18,0.4,-5,0,-11,-2,/
COc1ccccc1-n1c(=O)c2c3c(sc2n2c(SC)nnc12)CCC3,/,2,22,/,-9,5,-5,6,/
O=C(NCc1ccccc1Cl)c1cnn2cccnc12,-68,3,7,1.7,-10,1,-7,-7,3
O=C(/C=C/Nc1cccc(C(F)(F)F)c1)c1ccc(Oc2ncccn2)cc1,-5,-7,-11,1.1,-6,2,11,0,/
COc1ccccc1N1CCN(S(=O)(=O)c2cccs2)CC1,83*,-8,1,0.2,-9,11,9,5,-3
CCSc1nnc(NC(NC(=O)c2ccco2)(C(F)(F)F)C(F)(F)F)s1,90*,21,-26,0.1,-2,3,-24,-10,2
COc1ccccc1-c1cc(C(=O)Nc2cccnc2)no1,-109,-2,-14,2.1*,-10,-4,-1,-5,/
O=S1(=O)N=C(Oc2cccc3ccccc23)c2ccccc21,/,22,17,/,-9,4,-21,1,11
COc1cccc(N2C(=O)CC(N3CCC(c4nc5ccccc5[nH]4)CC3)C2=O)c1 (stereo not drawn),6,-5,-6,0.9,-1,8,8,1,11
COc1cc(Br)cc(/C=N/c2ncn[nH]2)c1O,1,-4,-30,1,2,19,2,-5,1
O=C1OCc2ccc(NC(=O)C3CCCCC3)cc21,5,-9,-12,1,-3,5,11,0,2
COc1cccc(-n2nnnc2SCC(=O)Nc2cccc(NC(C)=O)c2)c1,50*,2,13,0.5,4,2,-3,3,/
COc1ccc(N2C(=O)CC(Nc3cccc(C(C)=O)c3)C2=O)cc1OC (stereo not drawn),0,-4,-4,1,-9,-2,0,1,/
O=C(CCS(=O)(=O)c1cccs1)Nc1ccc(C(=O)NCc2cccs2)cc1,36,-6,23,0.6,-24,0,5,-1,10
CC(C)CNS(=O)(=O)c1ccc(CCC(=O)NCc2cccnc2)cc1,32,-6,27,0.7,-4,8,4,0,-4
Cc1noc(C)c1C(=O)NC1CCCc2ccccc21 (stereo not drawn),30,4,-12,0.7,-14,7,-9,15,0
CCCc1cc(=O)[nH]c(SCC(=O)N(Cc2ccccc2)C(C)C)n1,85*,6,-30,0.2,-16,1,-8,-2,10
CCCCN(CC)C(=O)Cn1c(=O)sc2ccccc21,4,-6,-18,1,-13,5,7,1,5
CCc1ccc(NC(=O)c2cc(C(C)C)on2)cc1,10,3,-10,0.9,-5,12,-4,-9,2
C=CCn1c(N)nc2ccccc21,23,-4,-17,0.8,-3,10,4,2,/
CC1CCN(C(=O)CSc2nnc(-c3cc4ccccc4cc3O)n2Cc2ccco2)CC1,74*,4,7,0.3,-7,3,-6,1,7
Cc1ccc(C2CC(=O)NC(SCC(=O)OCc3ccccc3)=C2C#N)o1 (stereo not drawn),97*,6,4,0,-9,7,-4,-2,8
Cc1nnc(NC(=O)c2ccccc2F)s1,8,38*,-13,0.9,-3,4,-42,-5,10

# Reformatted: entries from further up.
Cc1ccc(C2CC(=O)NC(SCC(=O)OCc3ccccc3)=C2C#N)o1 (stereo not drawn)
  CYP2C9 inh: 97*
  LYP act: 6
  PLK1 PBD inh: 4
  CYP2C9 act: 0
  PLK1 kinase inh: -9
  HIV Rev-RRE inh: 7
  PTPN22 inh 2: -4
  EphB4 antag: -2
  Candida biofilm: 8

O=C(/C=C/Nc1cccc(C(F)(F)F)c1)c1ccc(Oc2ncccn2)cc1
  CYP2C9 inh: -5
  LYP act: -7
  PLK1 PBD inh: -11
  CYP2C9 act: 1.1
  PLK1 kinase inh: -6
  HIV Rev-RRE inh: 2
  PTPN22 inh 2: 11
  EphB4 antag: 0
  Candida biofilm: /

COC(=O)c1ccc(CSc2nc3ccccc3c(=O)n2-c2ccc(OC)c(OC)c2)o1
  CYP2C9 inh: 96*
  LYP act: -15
  PLK1 PBD inh: -14
  CYP2C9 act: 0
  PLK1 kinase inh: -3
  HIV Rev-RRE inh: -2
  PTPN22 inh 2: 15
  EphB4 antag: -8
  Candida biofilm: 4

# New compounds follow:
SMILES,CYP2C9 inh,LYP act,PLK1 PBD inh,CYP2C9 act,PLK1 kinase inh,HIV Rev-RRE inh,PTPN22 inh 2,EphB4 antag,Candida biofilm
Cc1cc(C)n(-c2nnc(C)n2NS(C)(=O)=O)n1,-25,3,3,1.2,-2,11,-7,0,2
Cn1c2ccccc2c2cc(C(=O)O)ccc21,17,-3,-29,0.8,12,3,5,-1,2
CCNC(=S)N1C2CCC1CC(NC(=O)NC1CCCCC1)C2 (stereo not drawn),-9,7,41,1.1,-5,7,-4,1,/
CCC(O)c1cc2c(cc1NC(=O)c1ccc(C)cc1)OCCO2 (stereo not drawn),76*,6,-28,0.2,-14,-2,-7,0,5
Cc1cc2ncn(C3CC(=O)N(Cc4ccccc4)C3=O)c2cc1C (stereo not drawn),24,1,17,0.8,-7,13,-2,4,5
COC(=O)c1cnn(-c2ccc(C)c(C)c2)c1-n1cccc1,/,-1,26,/,-14,9,-2,-10,8
COc1cc(C2N(c3cccc(Cl)c3)C(=O)C3CCCN32)cc(OC)c1OC (stereo not drawn),17,2,1,0.8,-7,0,-5,-5,3
CCCCCCC(=O)N(O)C1CC(=O)N(c2ccc(Br)cc2)C1=O (stereo not drawn),32,-1,-12,0.7,-8,14,0,-2,7
CCCn1c(N)c(C(c2ccc(C(=O)OC)cc2)N2CCN(c3ccccc3)CC2)c(=O)[nH]c1=O (stereo not drawn),12,9,-10,0.9,-10,-3,-10,-6,3
COC(=O)CC1Nc2ccccc2SC1=O (stereo not drawn),1,1,6,1,-14,5,-2,-2,6
O=C1C(=O)c2c(C(=O)c3ccccc3)coc2-c2ccccc21,95*,-14,3,0.1,-12,13,14,-1,-1
FC(F)(F)c1cccc(-n2cccc2/C=N/n2cnnc2)c1,20,-3,0,0.8,-9,-1,0,-5,11
Cc1cccc(NC(=O)CN(C)S(=O)(=O)c2cnc[nH]2)c1,93*,13,4,0.1,-8,3,-15,-11,6
COc1ccc2[nH]c3nc(SC(C)C)nnc3c2c1,24,-2,-6,0.8,-4,1,5,-1,0
O=C(CCCCCN1C(=O)C2C3C=CC(C3)C2C1=O)Nc1nccs1 (stereo not drawn),22,/,-9,0.8,62*,5,/,-6,6
Cc1cccc(C(=O)N/N=C/c2ccc(OC3CSC3)cc2)c1,1,12,33,1,-9,0,-6,-4,/
O=C(Nc1ncccc1Cl)C(Sc1ccccc1)c1ccccc1 (stereo not drawn),55*,-4,-2,0.5,-10,11,6,10,/
O=C(Nc1nnc(C2CC2)s1)c1ccccn1,-32,17,-12,1.3,-3,0,-17,-3,3
CC(=O)Nc1c(C(=O)O)[nH]c2ccccc12,20,-12,16,0.8,-8,5,16,1,1
CC1(C)CCCN(C(=O)c2coc(=O)c(Br)c2)C1,13,-3,12,0.9,-20,-36,1,0,-3
O=C(COc1ccc([N+](=O)[O-])cc1)NCc1ccccc1,16,1,41,0.8,-11,0,2,-6,/
Cc1ccc(Cn2c(SCC(C)C)nc3c2c(=O)n(C)c(=O)n3C)cc1,5,-10,5,0.9,-20,11,12,9,10
CCn1c(C)nc2cc(C(=O)NNS(=O)(=O)c3c(C)c(C)cc(C)c3C)ccc21,-2,-5,-17,1,-11,10,5,7,9
CC(O)/C=C/c1cccc[n+]1C (stereo not drawn),-8,8,6,1.1,-8,0,-6,-9,8
Cc1c(C)[n+](=O)c(-c2cccs2)c(C)n1[O-],/,8,-14,/,-5,11,-13,0,7
Cc1cc(NC(=O)c2ccc(F)cc2F)n(-c2nc3ccccc3[nH]2)n1,6,-7,3,0.9,-12,0,10,-6,/
Cc1cc(-c2ccccc2)c2c3c(cn2n1)c(=O)n(C)c(=O)n3C,18,-8,5,0.8,-6,4,5,4,9
CC(C)Oc1ccc(C(CC(=O)O)NC(=O)c2cccs2)cc1 (stereo not drawn),55*,4,18,0.5,-1,-2,-5,-1,6
CCOc1ccc(N=C(NC#N)SCC)cc1,/,-5,-10,/,-10,5,8,12,-5
COc1ccccc1NC(=O)Oc1ccc(C(C)=O)cc1,-17,-12,-9,1.2,-8,9,14,6,1
CC(=O)c1sc(Nc2nc(C)cc(C)n2)nc1C,73*,2,-6,0.3,-7,9,-1,-5,14
Cc1cc2ccccc2n1CCNC(=O)C(C)Oc1ccccc1 (stereo not drawn),87*,-3,13,0.1,-7,6,0,-3,5
O=C1c2cccc3c(Nc4ccccc4Cl)c([N+](=O)[O-])cc(c23)C(=O)N1CCO,23,-14,-4,0.8,-7,3,13,-2,/
Cc1ccc(C(=O)OC2CCN(c3ccc([N+](=O)[O-])cc3)CC2)cc1,6,-5,-22,0.9,2,4,5,-2,/
COc1ccc(-c2nc(NC(=O)Cn3ccc(C(F)(F)F)n3)sc2C)cc1,40,4,-10,0.6,-1,13,-4,6,-4
Cc1sc(N)nc1-c1cccs1,/,-6,-21,/,3,3,6,5,6
CCS(=O)(=O)Nc1cc(-c2nc3cccnc3s2)ccc1C,17,-2,-13,0.8,-8,7,-2,0,0
CC1=C(C(=O)Nc2ccccc2C)C(c2ccc(C)o2)n2c(s/c(=C/c3ccccc3)c2=O)=N1 (stereo not drawn),38,-15,-7,0.6,7,-3,16,1,0
CCOc1ccc(NC(=O)N(C2CCCCC2)C(C)c2ccncc2)cc1 (stereo not drawn),68*,-4,2,0.3,-10,-1,3,5,/
O=C(Nc1cccc(Oc2c(F)c(F)c(F)c(F)c2F)c1)N1C[C@@H]2C[C@@H](C1)c1cccc(=O)n1C2,36,-1,-5,0.6,0,7,-1,1,6
S=C(NN=C(C1CC1)C1CC1)Nc1ccccc1,/,-10,-9,/,-8,2,11,4,9
COc1ccc(N2C(=O)CC(N3CCN(c4ccc(S(C)(=O)=O)cc4)CC3)C2=O)cc1 (stereo not drawn),-6,0,-14,1.1,-36,-1,2,-3,7
COC(=O)c1cc(-c2ccc(OC)c(OC)c2)n[nH]1,21,5,-11,0.8,-11,1,-6,1,5
O=C(Nc1nc(-c2ccccc2)cs1)C1CCCCN1S(=O)(=O)c1ccccc1 (stereo not drawn),92*,-14,-18,0.1,0,15,17,1,4
COc1ccccc1OCC(=O)NNC(=O)c1cnccn1,3,4,-9,1,-10,4,-1,-1,/
CSCC[C@H](NC(=O)OC(C)(C)C)c1nnc(SCC=C(C)C)o1,57*,-1,-36,0.4,-4,1,1,4,6
COc1ccc(S(=O)(=O)NCCSCc2ccccc2C)cc1Br,-98,-4,6,2*,4,11,3,-1,/
c1nnc2c3c4c(sc3ncn12)CCCC4,0,-3,-6,1,48,6,3,-9,-4
CC(O)CN1C(=O)C(CC(=O)Nc2ccc(Cl)cc2)SC1=Nc1ccccc1 (stereo not drawn),67*,-4,-6,0.3,-2,21,5,-3,3
Cc1cc(Nc2ccc(F)cc2)nc(N)n1,8,-5,-3,0.9,-4,6,8,0,/
CCOCCCNC(=O)c1ccc(CS(=O)(=O)Cc2ccccc2F)o1,0,1,-1,1,-17,5,0,0,1
O=C(NCc1ccccc1)c1ccccc1OCC(=O)N1CCCCC1,100*,4,-3,0,3,8,-6,-4,/
